From PubChem BioAssay
Fh CTSL1 inh = cathepsin L1 inhibition, PFM18AAP counter-screen. recombinant F. hepatica cathepsin L1, Z-Leu-Arg-MCA fluorescence. inhibition, % at 5.96 µM. actives 0.49% (n = 300,000). AID 1906;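 active = inhibition above the mean of all tested compounds plus 3 SD, set per screening campaign, cut at about 17% in these data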;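 note: 0% = plate median of test compound wells and 100% = 1 µM Z-Phe-Ala-diazomethylketone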
ZTA counter = ZTA (EBV) inhibition in EBNA-1 counter-screen; actives 0.15% (n = 320,000); P03206; inhibition, % at 11 µM; ZTA-DNA binding, fluorescence polarization; in the data active = inhibition above about 33%
Target sequence (P03206 whole entry, looked up): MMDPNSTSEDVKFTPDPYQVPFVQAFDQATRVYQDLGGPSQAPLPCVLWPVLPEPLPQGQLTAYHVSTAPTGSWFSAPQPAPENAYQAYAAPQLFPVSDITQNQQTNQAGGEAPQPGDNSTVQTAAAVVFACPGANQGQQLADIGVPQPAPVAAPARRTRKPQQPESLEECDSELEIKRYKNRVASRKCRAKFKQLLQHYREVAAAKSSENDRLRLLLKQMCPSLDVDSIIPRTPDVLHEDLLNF
Yeast superoxide = yeast age-related superoxide inhibition as caloric restriction mimetic | S. cerevisiae aged cells, superoxide DHE fluorescence; stronger effect = lower value | superoxide response (% of plate mean), % at 10 µM | actives 0.18% (n = 330,000) | AID 2690;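 active = superoxide response under a set limit, about three screen SD below normal, cut at about 65% in these data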;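 note: yeast aged for seven days with compound at 30 °C before DHE staining; 100% = average MFI of all compound-treated wells on the plate with controls excluded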
JMJD2C inh = blocks human GASC-1 demethylase activity; Q9H3R0; GST-JMJD2C(1-420) H3K9me3 demethylation, DELFIA europium; inhibition, % at 2.35 µM; actives 0.069% (n = 330,000); AID 2099;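 active = more than half of a compound's replicate wells show inhibition beyond 50%, single wells judged on their own value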;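 note: signal counts dimethyl H3K9 product captured on neutravidin plate; 0% = median of DMSO wells and 100% = 0.3 times that DMSO median; strong numbers were not always called active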
HCV core dimer = blocks dimerization of HCV core protein; TR-FRET GST/Flag-core106 dimerization, 1536-well; inhibition, % at 5 µM; actives 0.33% (n = 300,000); AID 1899;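 active = inhibition above the mean of all tested compounds plus 3 SD, set per screening campaign, cut at about 45% in these data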
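System: GST/Flag-tagged HCV core106 proteins. Incubation: compound-protein-antibody incubation 4 h at 22.5 °C. Technique: HTRF with 340 nm excitation, 617/671 nm emission. Medium: KF-containing HEPES buffer, pH 7.45, DTT, CHAPS, BSA. Read-out: inhibition (%) from 671 over 617 nm ratio. Also added: Eu(K)-anti-GST 90 ng/mL plus XL665-anti-Flag 1 µg/mL.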
EBNA-1 inh = blocks EBNA-1 binding to DNA; inhibition, % at 14.8 µM; EBNA-1 DNA binding, fluorescence polarization; actives 0.34% (n = 300,000); in the data active = inhibition above about 28%
TPT1 inh = blocks Candida albicans tRNA 2'-phosphotransferase. inhibition, % at 5 µM. actives 0.81% (n = 300,000). recombinant caTPT1, FP RNA substrate dephosphorylation;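 active = inhibition above the mean of all tested compounds plus 3 SD, set per screening campaign, cut at about 24% in these data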;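 note: plate controls were DMSO alone for no effect and ferristatin control at 100 nM for full effect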
PP1 counter = blocks human PP1-alpha phosphatase, a PP5 counter-screen; P62136; inhibition, % at 6.7 µM; AID 2235; actives 0.9% (n = 320,000); purified PP1alpha, OMFP fluorescence;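 active = inhibition above the mean inhibition of all tested compounds plus 3 SD, computed separately for each screening campaign, cut at about 15% in these data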
Target sequence (P62136 whole entry, looked up): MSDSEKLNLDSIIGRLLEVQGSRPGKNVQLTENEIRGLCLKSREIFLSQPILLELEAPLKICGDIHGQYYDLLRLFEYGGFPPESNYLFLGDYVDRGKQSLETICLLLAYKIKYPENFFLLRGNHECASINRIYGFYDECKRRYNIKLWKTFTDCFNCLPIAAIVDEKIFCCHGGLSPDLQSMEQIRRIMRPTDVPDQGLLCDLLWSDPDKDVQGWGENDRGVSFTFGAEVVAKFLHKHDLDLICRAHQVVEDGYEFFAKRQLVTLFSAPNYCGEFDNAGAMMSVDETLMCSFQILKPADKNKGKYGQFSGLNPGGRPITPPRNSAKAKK
PP5 primary = blocks human protein phosphatase 5 activity | P53041 | purified PP5c, OMFP substrate fluorescence | inhibition, % at 6.7 µM | actives 0.18% (n = 320,000);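 active = inhibition above the campaign's mean inhibition across all tested compounds plus 3 SD, cut at about 9.5% in these data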;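 note: 0% = DMSO only and 100% = 100 µM cantharidin control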
Target sequence (P53041 whole entry, looked up): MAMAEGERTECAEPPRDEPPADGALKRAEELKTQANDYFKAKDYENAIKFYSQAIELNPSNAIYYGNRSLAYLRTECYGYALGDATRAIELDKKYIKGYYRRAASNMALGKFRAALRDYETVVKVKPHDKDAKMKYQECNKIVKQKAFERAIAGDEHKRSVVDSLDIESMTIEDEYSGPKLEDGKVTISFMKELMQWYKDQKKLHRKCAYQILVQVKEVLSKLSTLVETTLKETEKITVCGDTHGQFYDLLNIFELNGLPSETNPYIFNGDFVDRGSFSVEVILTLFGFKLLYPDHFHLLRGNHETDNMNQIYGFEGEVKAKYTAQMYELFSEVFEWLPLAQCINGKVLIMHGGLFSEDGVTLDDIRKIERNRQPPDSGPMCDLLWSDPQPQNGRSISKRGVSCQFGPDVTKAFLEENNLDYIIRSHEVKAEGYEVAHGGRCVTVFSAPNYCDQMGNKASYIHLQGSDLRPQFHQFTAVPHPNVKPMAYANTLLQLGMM
Starred values were filed as active, the others as inactive; i = inactive; . = not tested or not shown; & = joins results of further samples.

SMILES | Fh CTSL1 inh | ZTA counter | Yeast superoxide | JMJD2C inh | HCV core dimer | EBNA-1 inh | TPT1 inh | PP1 counter | PP5 primary
CC1CC(=O)N(CC(=O)NCc2ccc3c(c2)OCO3)c2ccccc2S1 (centres undefined) | -2 | 7 | 106 | 1 | 3 | -2 | 0 | -5 | -1.2
Cc1ccccc1NC(=O)c1sc(Cl)nc1-c1ccccc1 | 2 | 6 | 95 | 8 | -4 | 0 | -4 | -1 | 2.4
Cc1ccc(CN2CCN(C3CCCC3)C(CCO)C2)s1 (centres undefined) | -3 | -3 | 108 | -17 | -2 | -17 | 4 | 0 | 2.0
O=C1/C(=C/c2ccccc2)Oc2cc(OC(=O)N3CCOCC3)ccc21 | -5 | 5 | 88 | 4 | 2 | -3 | 1 | -12 | 3.3
Cc1nc2ccc(F)cc2cc1C(=O)NCc1ccco1 | 1 | 3 | 105 | 4 | -1 | -14 | 2 | 2 | 0.8
Cc1cccc(NC(=O)NCc2cccnc2)c1C | -3 | 2 | 102 | -5 | -7 | 3 | 0 | -1 | 3.8
C=CC[C@@H]1C=C[C@H](O/N=C/c2ccc(C(=O)N3[C@H](c4ccc(C)cc4)[C@@H](C)CC[C@H]3C(=O)OC)cc2)[C@@H](CO)O1 | 2 | -7 | 102 | -9 | 7 | -5 | 1 | 7 | 5.1
Cc1ccc2nc(N(CCN(C)C)C(=O)c3ccc4ccccc4c3)sc2c1 | -2 | 6 | 106 | 8 | 7 | 1 | 1 | -1 | -0.9
CCC1=C(OC(=O)N(CC)CC)N2C(=O)OC(=NCC(=O)OC)[C@]2(Cc2ccccc2)[C@H]2C1=CC[C@H]1C(=O)NC(=O)[C@H]12 | 2 | -8 | 100 | 11 | -9 | -4 | -3 | -2 | 0.1
CCc1ccc(NC(=O)Nc2cc(C(=O)O)ccc2N2CC3CC(C2)c2cccc(=O)n2C3)cc1 (centres undefined) | 3 | 5 | 95 | 13 | 6 | 6 | 0 | -3 | -1.5
COc1ccc(C(=O)NCC(c2ccc3c(c2)OCO3)N2CCN(c3ccc(OC)cc3)CC2)cc1 (centres undefined) | 11 | -14 | 84 | -27 | 4 | -9 | 1 | 3 | 2.2
CC(/C=C1\SC(=S)N(CCCC(=O)Nc2ccc(C(=O)O)cc2)C1=O)=C\c1ccccc1 | 4 | 19 | 97 | -8 | 33 | 14 | 13 | 19* | -3.1
O=C(COC(=O)Cn1[nH]c(=O)c2ccccc2c1=O)NNC(=O)c1ccccc1 | . | 4 | 132 | 0 | . | . | . | -4 | 0.5
CCOC(=O)C1(Cc2cccc(Cl)c2)CCCN(CCO)C1 (centres undefined) | 2 | 9 | 97 | -4 | -5 | 3 | -3 | -3 | -2.1
COc1ccc(-c2oc3ncnc(NCCCN4CCOCC4)c3c2-c2ccc(OC)cc2)cc1 | 2 | -4 | 88 | 6&3 | 3 | 15 | 1 | 5 | 4.0
CCOC(=O)Oc1c(OC)cc(C(=O)O[C@@H]2C[C@@H]3CN4CCc5c([nH]c6cc(OC)ccc56)[C@H]4C[C@@H]3[C@H](C(=O)OC)[C@H]2OC)cc1OC | 8 | -6 | 91 | . | 3 | -10 | 45* | 20* | -9.2
COc1ccc(-c2csc(=Nc3c(C)n(C)n(-c4ccccc4)c3=O)n2C(C)(C)C)cc1 | -1 | -16 | 90 | 8 | -2 | 4 | -8 | 1 | 3.5
Cc1ccsc1C(=O)Nc1ccc2c(c1)OCCO2 | -1 | -1 | 99 | -8 | 1 | 5 | -3 | -2 | -1.7
S=C(Nc1ccc(Oc2ccccc2)cc1)NC1CCCC1 | 4 | 16 | 92 | 39 | 0 | 3 | -4 | -2 | 2.4
CCOCCCNC(=O)CCn1ccc2cc(S(=O)(=O)N3CCCC3)ccc21 | 5 | -11 | 85 | 13 | -3 | -11 | 0 | 0 | 1.7
Cc1ccccc1NC(=O)C1C2/C=C\CCCCC21 (centres undefined) | 1 | -4 | 90 | 12 | -7 | -2 | -6 | -2 | -0.3
COc1ccc(CC(=O)NC(C)c2nnc(SCC(=O)Nc3ccccc3)n2C)cc1 (centres undefined) | -1 | -12 | 94 | -1 | 2 | 2 | -1 | -2 | -2.2
Cc1cccc(C(=O)NNC(=O)C(=O)NC(C)(C)C)c1 | -4 | 6 | 87 | -15 | -6 | -12 | 0 | -3 | 1.3
O=C(O)CC/C(=N/NC(=O)CNC(=O)Cc1ccccc1)c1ccccc1 | -2 | 2 | 93 | -5 | -3 | -6 | -6 | 2 | 2.0
Cn1c(NC(=O)/C=C/c2ccco2)cc(=O)n(C)c1=O | 0 | 8 | 106 | 4 | 10 | 3 | -1 | -2 | -0.2
N#Cc1ccccc1NC(=O)c1ccccc1OCC(=O)Nc1ccc2c(c1)oc1ccccc12 | -1 | 8 | 113 | -5 | -6 | 9 | 2 | 2 | 4.0
O=C(Cn1cc(/C=N/NC(=O)c2cccc(C(F)(F)F)c2)c2ccccc21)Nc1ccc(F)cc1 | -3 | -2 | 102 | -4 | 8 | -6 | -1 | -5 | 0.3
CCc1ccccc1N1CN(Cc2ccco2)CNC1=S | 7 | 7 | 103 | 4 | -3 | -12 | -1 | 0 | 2.0
Cc1ccc(-c2cc(C(F)(F)F)c(C#N)c(SCCC#N)n2)o1 | 7 | 6 | 105 | 1 | 15 | 7 | 1 | -4 | -0.9
CCOc1ccc(CCNC(=O)c2ccc(NC3=NC4CS(=O)(=O)CC4S3)cc2)cc1 (centres undefined) | -1 | 5 | 91 | -17 | -3 | 4 | -1 | 1 | 0.6

Overlap with the part before: 2 entries; new compounds follow.
SMILES | Fh CTSL1 inh | ZTA counter | Yeast superoxide | JMJD2C inh | HCV core dimer | EBNA-1 inh | TPT1 inh | PP1 counter | PP5 primary
Cc1ccc(-c2cc(C(F)(F)F)c(C#N)c(SCCC#N)n2)o1 | 7 | 6 | 105 | 1 | 15 | 7 | 1 | -4 | -0.9
CCOc1ccc(CCNC(=O)c2ccc(NC3=NC4CS(=O)(=O)CC4S3)cc2)cc1 (centres undefined) | -1 | 5 | 91 | -17 | -3 | 4 | -1 | 1 | 0.6
CCCCCN(C(=O)CCC(=O)OCC(=O)N1CCCCC1C)c1c(N)n(CCCC)c(=O)[nH]c1=O (centres undefined) | 4 | 11 | 94 | -4 | -1 | 11 | 1 | -4 | -1.0
NCCOc1cnn(-c2ccccc2Cl)c(=O)c1Cl | 2 | 8 | 97 | 9 | 1 | 2 | -2 | -1 | 1.6
O=C(NC(=O)N1CCCC1)c1csnn1 | -4 | 1 | 64* | 20 | -8 | 2 | 0 | -3 | 1.1
CC1CN(C(=O)/C(=C/c2ccco2)NC(=O)c2ccccc2)CC(C)O1 (centres undefined) | 1 | 4 | 94 | 1 | -5 | 4 | -1 | 0 | 1.9
COC(=O)C1=C(C(=O)OC)[C@@H]2N(C)c3ccc(OC)cc3[C@@]23C[C@@H](C(=O)OC)N(C(=O)NC2CCCCC2)C3=N1 | 2 | 7 | 88 | 10 | 10 | -1 | -1 | 3 | -1.3
CCC(=O)C1=C(O)C(c2cccc(Oc3ccccc3)c2)CCC1=O (centres undefined) | -1 | -6 | 114 | 0 | -7 | -1 | 1 | 0 | 1.3
Cc1ccc(C2=NOC(C)(c3nnc(Cc4ccccc4)o3)C2)cc1 (centres undefined) | -2 | 13 | 102 | 4 | 10 | 3 | 2 | 0 | -1.1
O=C(Nc1ccc(F)cc1F)c1ccc(S(=O)(=O)N2CCCCC2)cc1 | -4 | 2 | 111 | 10 | 18 | 0 | 1 | -5 | 1.6
COCc1cc(/C=N\NC(=O)Cc2ccc(OC)cc2)ccc1OC | 0 | 9 | 84 | -4 | 2 | -7 | -1 | -1 | 2.1
COc1ccc(CN2CCN(C(C)C)C(CCO)C2)cc1Cn1cccn1 (centres undefined) | 0 | 11 | 83 | 4 | 1 | 9 | 1 | -2 | -1.9
C/C(=N\NC(=O)C(N)=O)c1ccc(O)cc1O | -1 | 4 | 90 | -19 | 1 | 2 | 1 | -4 | -0.7
N=c1oc2cc(O)ccc2cc1C(=O)Nc1ccc(Br)cc1 | 6 | 0 | 93 | 6 | 7 | 11 | 8 | -1 | -0.2
O=C(CC12CC3CC(CC(C3)C1)C2)N1CCOCC1 | -5 | -3 | 105 | -3 | -2 | -13 | 5 | 0 | 2.7
CCOC(=O)C1CCN(CC(=O)N2CCc3ccccc32)CC1 | -2 | -3 | 117 | 6 | 0 | 7 | -1 | -3 | 2.7
C[C@H](NC(=O)c1nc[nH]c1C(=O)N[C@@H](Cc1ccccc1)C(=O)OCc1ccccc1)C(=O)OC(C)(C)C | 6 | 4 | 107 | -8 | 5 | 12 | 2 | 12 | 3.3
Cc1ccc(Cl)cc1NC(C#N)c1ccccc1 (centres undefined) | 0 | -4 | 114 | 9 | 2 | -20 | -2 | -2 | 0.9
N#Cc1cc2ccccc2nc1SCc1ccccn1 | -2 | 4 | 98 | 0 | 0 | -18 | 3 | -3 | 2.5
O=C(NC(NC(=O)c1ccccc1)C(=O)c1ccccc1)c1ccccc1 | -2 | 4 | 91 | 0 | 2 | -1 | 0 | -3 | 0.7
N/C(=N\OC(=O)c1ccc(=O)n(Cc2ccccc2)c1)c1ccccn1 | -4 | -6 | 98 | -6 | -1 | 6 | -4 | 0 | -0.8
COc1ccc(Cl)cc1C(=O)Nc1nc(C)cc(C)n1 | -1 | -2 | 97 | -2 | 0 | 2 | 0 | -1 | -1.6
CCN(CC)CCN(C(=O)c1ccc2ccccc2c1)c1nc2ccc(F)cc2s1 | 0 | 0 | 94 | -2 | -3 | 2 | -3 | 2 | 0.1
COc1ccc(C(=O)N(CC2CCCO2)C(C(=O)NC2CCCC2)c2ccc(Cl)cc2)cc1OC (centres undefined) | 0 | 3 | 90 | -1 | 0 | 3 | 0 | 1 | 0.6
COC(c1ccccc1)c1nnc(CCC(=O)N(C)CCCC2CCCC2)o1 (centres undefined) | 0 | 8 | 90 | 1 | -2 | -13 | 4 | -4 | -2.1
CCOC(=O)c1cnc(-n2nc(C)cc2C)nc1N(C)C | 1 | -8 | 96 | 17 | -4 | 6 | -1 | 4 | 1.2
COc1ccccc1C(=O)N(C)c1nnc(-c2ccccc2)s1 | 1 | 0 | 104 | -5 | -4 | -16 | -1 | 1 | 7.8
COc1ccccc1CC(=O)NC12CC3CC(CC(C3)C1)C2 | -1 | 1 | 90 | i | 0 | -2 | 2 | 3 | -0.6
COc1cc(/C=C/C(=O)NCc2cccnc2)cc(OC)c1OC | 3 | 11 | 109 | 1 | 2 | 8 | 0 | -3 | -0.5
O=C(O)c1ccc(Cl)cc1NC(=O)C1CCCO1 (centres undefined) | 1 | 0 | 131 | 0 | -1 | -4 | 1 | -4 | 2.6
COCCCNC(=O)CSc1nc2cc(S(=O)(=O)N3CCCCC3)ccc2o1 | 0 | 6 | 115 | 1 | -2 | -5 | 2 | 0 | 1.0
CCCCCCOc1ccc(-c2ccc(C#N)cn2)cc1 | 2 | 10 | 95 | 4 | 3 | 1 | -1 | 2 | 1.3
Nc1csnc1C(=O)O | 2 | 10 | 84 | 3 | 0 | 5 | 0 | 1 | -1.2
CNC(=O)CSc1nc(-c2ccccc2)c(-c2ccccc2)o1 | 6 | 4 | 97 | -3 | -5 | 6 | -4 | 6 | 0.3

Profiles from above. Order of values: Fh CTSL1 inh | ZTA counter | Yeast superoxide | JMJD2C inh | HCV core dimer | EBNA-1 inh | TPT1 inh | PP1 counter | PP5 primary
Cc1cccc(NC(=O)NCc2cccnc2)c1C reads -3 | 2 | 102 | -5 | -7 | 3 | 0 | -1 | 3.8
COc1ccccc1C(=O)N(C)c1nnc(-c2ccccc2)s1 reads 1 | 0 | 104 | -5 | -4 | -16 | -1 | 1 | 7.8
